# Bioassay records deposited in PubChem BioAssay by Sanford-Burnham Center for Chemical Genomics.
# Apaf1 inhib = human Apaf-1 inhibition. 330,000 compounds, 0.71% hits. inhibition, % at 20 µM. reconstituted apoptosome caspase-3 activity, DEVD-Rh110 fluorescence; active = inhibition of at least 40% at 20 µM;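 also: plate controls were DMSO wells for no effect and DEVD-CHO caspase inhibitor wells for full effect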
#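 Material: reconstituted apoptosome with Apaf-1, cytochrome c, caspase-9, procaspase-3, dATP. Technique: Rh110 fluorescence intensity. Buffer or medium: pH 7.5 Hepes buffer with CHAPS, BSA, DTT. Times: 30 min plus 50 min, RT.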
# APOBEC3G inh = blocks human APOBEC3G single-stranded DNA deamination. AID 493012. 330,000 compounds, 0.28% hits. inhibition, % at 20 µM. recombinant A3G, ssDNA deamination FAM/TAMRA fluorescence. Q9HC16;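 active = inhibition of at least 40% at 20 µM, with no more than 30% in the related APOBEC3A deaminase screen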;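 also: plate controls were DMSO wells with A3G for no effect and wells lacking A3G enzyme for full effect; some compounds called inactive have numbers as strong as hits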
# Target sequence (Q9HC16 whole entry, looked up): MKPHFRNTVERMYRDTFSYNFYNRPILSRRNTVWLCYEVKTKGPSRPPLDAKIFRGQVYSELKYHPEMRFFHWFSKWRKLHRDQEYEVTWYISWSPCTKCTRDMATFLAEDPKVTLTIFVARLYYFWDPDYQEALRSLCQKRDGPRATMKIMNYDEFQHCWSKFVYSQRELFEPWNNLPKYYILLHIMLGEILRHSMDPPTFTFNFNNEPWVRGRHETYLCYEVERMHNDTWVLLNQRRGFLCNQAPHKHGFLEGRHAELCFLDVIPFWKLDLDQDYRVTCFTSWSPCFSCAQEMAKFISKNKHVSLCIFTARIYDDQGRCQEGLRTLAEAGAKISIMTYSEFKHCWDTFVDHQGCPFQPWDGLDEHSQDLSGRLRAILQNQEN
# UBC13 inh = blocks human UBC13 polyubiquitin chain formation | P61088 | TR-FRET | inhibition, % at 20 µM | 330,000 compounds, 0.47% hits | AID 485273; in the data active = inhibition above about 45%, passing the limit was not always enough
# Target sequence (P61088 whole entry, looked up): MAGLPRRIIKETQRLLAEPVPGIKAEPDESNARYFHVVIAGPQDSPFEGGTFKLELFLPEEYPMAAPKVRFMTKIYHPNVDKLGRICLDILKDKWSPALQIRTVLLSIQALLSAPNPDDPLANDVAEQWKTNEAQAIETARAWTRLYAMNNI
# SENP7 block = inhibitors of human SENP7 protease | AID 434973 | Q9BQF6 | inhibition, % at 5 µM | recombinant SENP7, Z-RLRGG-aminoluciferin luminescence, 40 min | 330,000 compounds, 1.5% hits;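 active = inhibition above about 50% at the single test dose, limit read from the data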;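 also: plate controls were DMSO with enzyme for no effect and no enzyme buffer wells for full effect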
# SENP8 block-1 = inhibitors of human SENP8 protease. AID 2540. purified SENP8, Z-RLRGG-aminoluciferin cleavage, luminescence. 330,000 compounds, 1.2% hits. inhibition, % at 10 µM; in the data active = inhibition above about 50%
# Target sequence (Q96LD8 whole entry, looked up): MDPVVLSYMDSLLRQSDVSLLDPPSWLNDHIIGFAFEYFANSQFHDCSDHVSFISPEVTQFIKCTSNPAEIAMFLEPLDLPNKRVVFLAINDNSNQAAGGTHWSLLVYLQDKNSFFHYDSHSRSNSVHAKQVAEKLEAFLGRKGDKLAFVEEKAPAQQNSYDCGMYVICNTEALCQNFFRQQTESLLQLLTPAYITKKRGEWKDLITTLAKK
# SENP1 FRET inh = blocks the human SENP1 SUMO protease catalytic domain; Q9P0U3; recombinant SENP1 catalytic domain, CyPet-SUMO1-YPet FRET cleavage; inhibition, % at 10 µM; 360,000 compounds, 0.21% hits; AID 624204;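 active = inhibition at least 30% at 10 µM, raw YFP signal under a set limit, fluorescence ratio 0.5 to 1.5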;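 also: 0% = enzyme with DMSO and 100% = no enzyme wells; some results filed as inactive read as strong as hits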
# Target sequence (Q9P0U3 419-644 limits assumed): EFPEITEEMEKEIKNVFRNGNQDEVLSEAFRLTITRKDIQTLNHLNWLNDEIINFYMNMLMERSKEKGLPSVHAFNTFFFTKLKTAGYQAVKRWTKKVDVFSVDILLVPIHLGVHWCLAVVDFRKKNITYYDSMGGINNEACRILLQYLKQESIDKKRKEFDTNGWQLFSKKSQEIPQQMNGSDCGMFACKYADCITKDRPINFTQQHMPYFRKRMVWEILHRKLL
#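 system = hSENP1 catalytic domain, recombinant | reagent = SFCypet-SUMO1-SFYpet substrate at 25 nM | doses = one dose per compound, 10 µM, 0.5% DMSO | incubation = enzyme reaction for 50 min at room temperature, dark | measured by = FRET, CFP and YFP emission | controls = no-enzyme low, enzyme-DMSO high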
# SENP6 block = SENP6 protease inhibition | Recombinant SENP6 catalytic domain, aminoluciferin luminescence | inhibition, % at 10 µM | 330,000 compounds, 1.8% hits;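 active = inhibition above about 50% at the single tested dose, limit read from the data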;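 also: plate controls were DMSO wells with enzyme for no effect and DMSO wells lacking enzyme for full effect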
# SENP8 block-2 = SENP8 (human) protease inhibition | recombinant SENP8, Nedd8 substrate fluorescence | inhibition, % at 20 µM | 360,000 compounds, 0.64% hits | AID 602440; in the data active = inhibition mostly above about 40%, no sharp cut-off; inactive = mostly below about 27%
# Starred values were filed as active, the others as inactive.
SMILES,Apaf1 inhib,APOBEC3G inh,UBC13 inh,SENP7 block,SENP8 block-1,SENP1 FRET inh,SENP6 block,SENP8 block-2
CCOC(=O)N1CCN(C(=O)CSc2nc(=O)n3cc(C)ccc3n2)CC1,6,2,-4,-13,-9,-1,-15,-67
O=C(Nc1ccc(F)c(Cl)c1)C1CCCN(C2=NS(=O)(=O)c3ccccc32)C1 (stereo unspecified),8,-1,-11,-1,-5,0,-2,15
Cc1ccc(NC(=O)C2C3/C=C\CCCCC32)cc1C (stereo unspecified),-9,-3,5,-3,-1,2,-22,8
Cc1ccc(OCc2cc(C(=O)NCCc3cccnc3)no2)cc1C,9,-6,-2,6,-13,-7,-21,-4
CN(C)/C=C/C(=O)c1nnn(C2CCCCC2)c1NC1CCCCC1,-2,-7,-2,1,-14,8,3,-3
CC1CCCN(CCOc2ccc(Br)cc2)C1 (stereo unspecified),-10,-2,3,2,-5,3,1,20
Cc1cc(C(=O)OCC(=O)N2CCc3ccccc32)ccc1[N+](=O)[O-],0,-3,-1,8,-6,-1,-8,3
COc1ccc(/C=C2/SC(=S)N(CCCC(=O)N3CCN(C)CC3)C2=O)cc1,17,-6,3,69*,54*,-32,65*,16
O=C(O)/C=C/C(=O)NCCc1ccc(Cl)cc1,-17,0,-4,-7,-9,0,-4,-3
COc1ccc(CCN(C)C(=O)COC(=O)/C=C/c2ccc(C)o2)cc1OC,15,-8,-12,-11,-6,-1,-5,-21
C=CCNC(=S)NNc1nc2c(c(=O)[nH]1)C1(CCCCC1)Cc1ccccc1-2,26,-4,-36,-4,-12,4,-8,-254
C#CCOc1coc(COC(=O)c2ccccc2)cc1=O,-10,0,-4,0,7,-1,-8,1
COc1ccc(C(CNC(=O)c2oc3ccc(Cl)cc3c2C)N2CCCCC2)cc1 (stereo unspecified),20,-9,23,9,-6,0,17,14
NC(=O)CC[C@H](NC(=O)c1ccc(F)cc1)C(=O)OCC(=O)NCc1ccc(F)cc1,0,-6,5,-4,-8,0,16,-3
COc1cc(/C=C\C(=O)O)cc(S(=O)(=O)N2CCCCCC2)c1OC,4,2,-2,-3,-2,1,-6,-2
COc1cccc(C(=O)NCC(=O)N/N=C(C)\C=C\c2ccccc2)c1,13,1,-2,4,-10,2,2,6
CSc1cccc(NC(=O)C2(S(=O)(=O)c3ccc(C)cc3)CC2)c1,-8,-3,4,6,1,1,-2,12
COc1ccc(NC(=O)COC(C)=O)cc1Cl,6,-10,1,-5,-8,2,3,18
Cc1ccc(OCCOCCOc2ccc(Br)cc2/C=N\NC(=O)c2ccncc2)cc1,21,-10,-1,5,5,3,-16,-14
CC(=O)Oc1ccc(C(=O)Nc2cccc(-c3nnc(-c4ccco4)o3)c2)cc1,-7,-12,3,5,6,1,-9,5
CCNc1nc(SCC(=O)Nc2ccc(Cl)c(Cl)c2)nc(N(C)C)n1,7,-10,-6,5,6,1,10,2
O=S(=O)(c1ccc(Cl)cc1)N1CCCC1c1nc2ccccc2s1 (stereo unspecified),11,2,11,5,-4,1,0,21
Cc1nc(-c2ccc(S(=O)(=O)Nc3ccc(Br)cc3F)cc2)co1,-1,-4,-5,2,0,-1,-9,11
CC(C)(C)c1cc(NC(=O)CSc2nnc(N)s2)n(-c2ccccc2)n1,1,-5,-3,-4,-1,2,-2,1
OC(CN1CCCCC1)CN(c1ccccc1)c1ccccc1 (stereo unspecified),-2,-3,5,1,-2,2,-1,14
CCOP(=O)(OCC)C(O)c1cc(OC)c(OC)c(OC)c1 (stereo unspecified),-4,-8,1,3,0,-1,3,15
CCSc1nnc2ccc(-c3cccs3)nn12,-17,2,9,-3,3,-3,0,-426
CCOc1ccc(CCNC(=O)c2cccc3c2C(=O)N(CCOC)C3)cc1OCC,-3,-11,-5,-7,-16,-1,-35,16
CSC(SC)=C(C#N)C(=O)c1ccccc1,-5,-4,3,3,1,2,4,6
CCC(CC)C(=O)Nc1ccccc1NC(C)=O,7,-6,-5,2,-2,1,-16,9
O=C(OCC(=O)N1CCN(C(=O)c2ccco2)CC1)c1c(Cl)cccc1Cl,12,-9,-6,-7,-14,2,-22,13
O=S(=O)(NCC1CCCO1)c1ccc(S(=O)(=O)N2CCc3ccccc3C2)cc1 (stereo unspecified),8,-6,-8,-5,-1,4,-31,7
COc1cc2c(C(=O)NCc3ccc4c(c3)OCO4)cn(C)c(=O)c2cc1OC,-3,3,-3,3,0,1,-7,18
CCc1nnc(NC(=O)Cc2ccc(OC)cc2)s1,9,-3,-9,-5,-6,1,-6,13
CCN(CC)S(=O)(=O)c1ccc(NC2=NS(=O)(=O)c3ccccc32)cc1,-1,-2,-1,-13,-10,1,-15,8
COCc1cccc(C2=CC(=O)C[C@H](c3ccc(F)cc3)C2)c1,14,5,0,13,1,2,-12,15
CCC(=O)Nc1cccc(NC(=O)CSc2nnnn2C2CCCC2)c1,-1,2,6,4,-1,0,3,6
COc1cccc(NC(=O)NC(=O)c2c(C)cc(Cl)nc2Cl)c1,15,4,0,4,-1,0,-4,4
Cc1cc(C)cc(NS(=O)(=O)c2ccc3oc(=O)ccc3c2)c1,0,-2,1,-4,5,-7,9,6
COc1ccc(CNCc2ccccc2C(F)(F)F)cc1,-8,1,6,14,6,1,4,14
CC(=O)c1ccc(NC(=O)CNCC(c2ccccc2)N(C)C)cc1 (stereo unspecified),0,0,1,6,6,-2,1,-5
O=C(NC1CC1)C1CCN(C2CCN(C(=O)CCOc3ccccc3)CC2)CC1,-14,-6,5,2,0,-7,-1,0
CCOc1ccc(-c2cc(CCCC(=O)Nc3cc(OC)ccc3OC)no2)cc1,19,9,-22,-4,-9,1,-14,11
O=C(O)/C(=C\c1ccc(F)cc1)c1ccc(-c2ccccc2)cc1,14,-5,-4,3,-5,-10,-6,-19
COCC(=O)N(Cc1ccccc1)c1ccccn1,0,-5,7,0,3,2,2,7
CN(c1cccc(NC(=O)CCSc2ccccc2)c1)S(C)(=O)=O,-10,-9,4,-7,1,2,-2,19
CS(=O)(=O)N(CC(=O)N1CCCCCC1)c1ccccc1,1,-2,-12,-3,-10,2,-22,11
Cc1nc(CN2CCN(S(=O)(=O)c3c(Cl)cc(Br)cc3Cl)CC2)cs1,14,-9,3,-10,5,3,-5,17
COCCN(CCOC)C(=O)c1c[nH]c2ccc(S(=O)(=O)N(C)c3ccc(F)cc3)cc2c1=O,-17,-1,1,-1,-2,-1,3,-214
Cc1cc(Cl)ccc1OCC(=O)NCCOC(=O)Nc1sc(=S)n(C)c1C,-6,-5,2,-2,-5,1,-8,18

# Later entries
SMILES,Apaf1 inhib,APOBEC3G inh,UBC13 inh,SENP7 block,SENP8 block-1,SENP1 FRET inh,SENP6 block,SENP8 block-2
CCN(CC)c1ccc(C=C2C(=O)OC(C)(C(C)(C)C)OC2=O)cc1 (stereo unspecified),-6,-10,-155,-3,5,-4,-11,18
COc1cc(/C=C(\C#N)C(=O)Nc2cccc(C(=O)O)c2)ccc1OCc1ccc(Cl)cc1,-38,-5,-23,-12,-4,0,-9,-62
Cc1ccc(NC(=O)NC2CCCN2S(=O)(=O)c2ccc(Cl)cc2)cc1 (stereo unspecified),12,-7,-13,-6,1,2,-14,11
O=C(CNC(=O)c1cccc(Br)c1)N/N=C/c1ccc2c(c1)OCO2,7,-5,-9,3,10,-1,1,1
CCN(CC)S(=O)(=O)c1ccc(C(=O)Nc2cc3oc4ccccc4c3cc2OC)cc1,15,-3,2,11,1,-12,-3,-36
O=C(NC1=NCCS1)c1ccc(Cl)cc1,-9,-1,-2,8,-9,1,-6,7
COc1cccc(NC(=O)COc2ccc(C(=S)N3CCN(C)CC3)cc2OC)c1,13,-2,0,-3,0,3,-8,5
COc1cc(OC)cc(C(=O)/C=C2\Sc3ccccc3N2C)c1,2,-3,6,3,-14,-43,18,-73
O=C(C1=C(O)C(=O)N(CCN2CCOCC2)C1c1ccccn1)c1cccs1 (stereo unspecified),-1,1,-11,-6,-12,-65,-7,12
O=C(Cn1cc(C(F)(F)F)ccc1=O)N1CCN(S(=O)(=O)c2ccc(Cl)cc2)CC1,-7,0,3,4,2,0,3,24

# In a second layout: 3 of the compounds above.
molecule | Apaf1 inhib | APOBEC3G inh | UBC13 inh | SENP7 block | SENP8 block-1 | SENP1 FRET inh | SENP6 block | SENP8 block-2
COc1cccc(NC(=O)COc2ccc(C(=S)N3CCN(C)CC3)cc2OC)c1 | 13 | -2 | 0 | -3 | 0 | 3 | -8 | 5
COc1cc(OC)cc(C(=O)/C=C2\Sc3ccccc3N2C)c1 | 2 | -3 | 6 | 3 | -14 | -43 | 18 | -73
O=C(C1=C(O)C(=O)N(CCN2CCOCC2)C1c1ccccn1)c1cccs1 (stereo unspecified) | -1 | 1 | -11 | -6 | -12 | -65 | -7 | 12

# Further results follow:
SMILES,Apaf1 inhib,APOBEC3G inh,UBC13 inh,SENP7 block,SENP8 block-1,SENP1 FRET inh,SENP6 block,SENP8 block-2
CC1CCc2sc(C(=O)OCC(=O)NC(N)=O)cc2C1 (stereo unspecified),-23,-6,11,-6,-3,-1,-15,-6
Cc1ccc(S(=O)(=O)N2CCCCC2)cc1NC(=O)Cn1cnc2c1c(=O)n(C)c(=O)n2C,9,-3,-6,-9,-1,-2,-16,3
COC(=O)c1ccc(NC(=O)CSc2nncn2-c2ccccn2)cc1,7,-13,4,1,2,1,-24,5
CCCN1CCc2c(sc3nc(SC)n(-c4ccccc4)c(=O)c23)C1,19,-2,4,0,-2,-25,8,-278
COc1nc(Oc2ccc(C(=O)O)cc2)nc(Oc2ccc(C(=O)O)cc2)n1,0,-8,-6,-4,-7,1,-9,13
Cc1csc(=S)n1-c1ccccc1,0,-2,1,4,9,1,4,14
CC(C)(C)n1ncc2c(=O)n(Cc3c(F)cccc3Cl)cnc21,18,1,8,2,0,2,3,18
O=C(O)CC1CCS(=O)(=O)C1 (stereo unspecified),1,-2,-5,-1,-6,1,-22,6
Oc1ccc(-c2nnc(Nc3cccc(O)c3)c3ccccc23)cc1,10,-6,5,-8,-10,-1,-16,-178
Cc1cnc([N+](=O)[O-])n1CCOC(=O)NC(=O)c1ccc(C(F)(F)F)cc1,2,-6,15,47,3,3,-10,14
O=c1[nH]c(=S)n(C2CCCCC2)c(O)c1C=NCCN1CCOCC1,-1,-8,2,4,0,2,-13,11
COc1ccc(NC(=S)N2CCCC2)cc1OC,-22,-9,2,0,-4,1,-16,7
COCCN(CCOC)C(=O)C12CCC(C)(C(=O)C1)C2(C)C (stereo unspecified),-7,-6,-6,3,-8,1,-13,10
Cc1ccc(S(=O)(=O)N=S(CCO)CCO)cc1,-2,-6,-13,-3,-11,0,-6,15
COc1ccccc1OCCn1cc(/C=N/n2cnnc2)c2ccccc21,4,-8,-12,0,-11,0,-19,14
O=C(NCCC(=O)N1CCCCCCC1)c1ccc(Cl)cc1,22,12,3,-1,-7,-1,-1,10
Cc1nnc(C)c2c(C)n(C(C)c3ccccc3)c(C)c12 (stereo unspecified),16,-3,10,-3,-5,-13,-9,-223
CN1C(=O)/C(=C/c2ccccc2OCc2ccccc2)NC1=S,7,-4,-6,-3,-11,-77,-31,8
CC(=O)Nc1ccc(C(=O)N2CCN(C(=O)c3ccco3)CC2)cc1,-6,1,1,1,-5,0,7,8
Cn1c(CNC(=O)Nc2ccccc2)nnc1SCc1ccccc1,17,-5,-2,11,-5,4,-9,22
Cc1cccc(C(=O)N2CCC(N3CCC(C(=O)N4CCOCC4)CC3)CC2)c1,-3,-7,-8,-1,-1,-20,5,-4

# Just APOBEC3G inh, for 3 of the compounds above:
mol	APOBEC3G inh
O=C(NCCC(=O)N1CCCCCCC1)c1ccc(Cl)cc1	12
CC(=O)Nc1ccc(C(=O)N2CCN(C(=O)c3ccco3)CC2)cc1	1
COc1ccccc1OCCn1cc(/C=N/n2cnnc2)c2ccccc21	-8
